Source: PubChem (Broad Institute)
PglD inh: C. jejuni PglD acetyltransferase inhibitors, primary screen, biochemical, DTNB colorimetric, single point | UDP-N-acetylbacillosamine N-acetyltransferase PglD (Campylobacter jejuni) | purified PglD enzyme, DTNB colorimetric CoA detection | inhibition, % at 12.5 µM | hit rate 0.098% among 360,000; in the data active = inhibition above about 16%, passing the limit was not always enough; note: strong numbers were not always called active
Cneo AK release: Cryptococcus neoformans cell lysis inducers, primary screen, AK release luminescence, single concentration; C. neoformans lysis, adenylate kinase release luminescence, 4 h; normalised: neutral wells 0, clomiphene wells 100; lysis activity, % at 15 µM; hit rate 0.2% among 360,000; AID 651654, 2012;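 active = mean lysis activity across replicates of at least 80%, whatever share of replicates individually reach that level; inactive = mean lysis activity below 80%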
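Schedule: static 4 h at 37 °C with compound, 1 h detection; system: C. neoformans cells; benchmarks: Clomiphene as positive control; buffer or medium: fresh YPD medium; measure: luminescence rise reflecting yeast cell lysis; measured by: luminescent adenylate kinase detection reagent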
C2C12 statin: suppressors of statin myotoxicity in C2C12 myotubes, primary screen, cell-based, single point, plate reader | C2C12 myotubes + simvastatin, ATP luminescence, 48 h; scaled: DMSO 0, geranylgeraniol control 100 | rescue of ATP level, % at 7.49 µM | hit rate 0.78% among 330,000;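 active = mean ATP rescue above about 67%, or every replicate alone reaching that limit, limit read from the data, passing the limit was not always enough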;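 note: myotubes were challenged with 10 µM simvastatin during compound exposure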
CFTR F508del cor: F508del CFTR correction, initial screen, CFBE line, single point. CFBE cells, YFP halide quenching; stimulated with forskolin plus potentiator P3; % fluorescence drop versus neutral controls. hit rate 0.36% among 350,000. activity (quench increase), % at 7.58 µM;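 active = mean added fluorescence quench of at least 8% versus neutral control, with both replicates also reaching 8%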;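 note: cells transiently co-express mutant CFTR-F508del with the halide-sensitive YFP; corrector assay measuring rescue of mutant channel to the surface after 24 h compound exposure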
INS-1E GSIS act: GLuc luminescence reporter in INS-1E cells, primary screen for activators of glucose-dependent secretion of insulin. INS-1E GLuc reporter insulin secretion, 2-3 h. activation, % at 16.6 µM. hit rate 0.61% among 370,000;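 active = lowest replicate activation of at least 40%, so every replicate reaches that level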;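 note: 0% = median of neutral control wells and 100% = median of IBMX positive control wells; some compounds called inactive have numbers as strong as hits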
FN deposit inh: inhibitors of fibronectin matrix deposition, primary screen, AH1F cells, Alexa488-fibronectin fluorescence, plate reader. AH1F fibroblasts, overnight. inhibition, % at 12.6 µM. hit rate 0.086% among 350,000;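 active = mean inhibition across replicates of 30% or more, regardless of how many single replicates reach that level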;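 note: positive control wells lacked labelled fibronectin entirely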
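Measured by – fluorescence 485/525 nm · System – AH1F fibroblast monolayer, labelled fibronectin deposition · Amount – 10000 cells per well · Buffer or medium – serum-reduced DMEM (2% serum) · Doses – single dose, pinned · Also added – fluorescent fibronectin at 24 nM final · Schedule – 1 h cell attachment, overnight exposure to compound and label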
miR-122 sensor: miR-122 Renilla sensor signal increase in Huh7, primary screen, miR-122 inhibitor project, cell-based, single point, plate reader; hit rate 0.3% among 340,000; AID 602342, 2012; activation (reporter increase), % at 12.5 µM; Huh7 miR-122 Renilla luciferase sensor, 48 h; neutral wells = 0, positive control = 100;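 active = mean replicate activation score at least 90 and every replicate individually at or above 90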;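 note: higher luciferase means less miR-122 activity so hits act as miR-122 inhibitors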
PGC1a acetyl inh: inhibitors of PGC1a acetylation signal, primary screen, cell-based, U2OS, AlphaScreen, inhibitor mode | AlphaScreen anti-acetyl-lysine; with virally co-expressed GCN5 acetyltransferase | inhibition, % at 15.6 µM | hit rate 0.17% among 350,000 | AID 651687, 2012;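 active = every replicate shows inhibition of at least 40%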;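 note: 0% = neutral control wells and 100% = positive control wells; some results beyond the cut were filed as inactive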
The depositor's hits bear a star; . = no result given; [ ] = another dose, or the depositor's remark.

no.	mol	PglD inh	Cneo AK release	C2C12 statin	CFTR F508del cor	INS-1E GSIS act	FN deposit inh	miR-122 sensor	PGC1a acetyl inh
1	COC(=O)CNC(c1ccccc1Cl)c1cc(Br)ccc1NC(=O)CCN1CCOCC1 (stereo not drawn)	-2.4	-2.0	10.3	.	.	.	-0.6	3.8
2	Cc1cc(C)cc(NC(=O)CCCn2nc(C)c3c(C)n(-c4ccccc4)nc3c2=O)c1	-6.1	0.0	16.3	1.7	10.6	-4.3	-3.5	-11.0
3	CC1(C)NC(=O)N(CC(O)Cn2c3ccccc3c3ccccc32)C1=O (stereo not drawn)	-0.9	-2.1	4.7	-3.1	-3.9	-3.5	7.0	-3.0
4	O=C(c1cccc(F)c1)N1CC2(C1)[C@@H](c1ccccc1)[C@H](CO)N2Cc1ccccn1	.	.	.	0.4	6.0	-7.7	.	-8.1
5	Cc1c(C(c2ccc(F)cc2)c2c(C)n(C)n(-c3ccccc3)c2=O)c(=O)n(-c2ccccc2)n1C	-3.4	-1.1	-8.5	-0.6	1.9	-6.0	-3.3	-0.8
6	O=C(O)c1ccc(C2SCC(=O)N2Cc2ccco2)cc1 (stereo not drawn)	2.3	5.2	0.6	-3.7	12.5	2.8	5.2	-2.5
7	CCOc1ccc(NC(=O)CN(C)C(=O)c2ccc3c(c2)C(=O)N(CCC(C)C)C3=O)cc1OCC	0.8	2.3	.	-0.3	-1.8	3.0	.	-2.9
8	O=C(CC1CC1)N1CC2(C1)[C@H](c1ccccc1)[C@@H](CO)N2Cc1ccccn1	.	.	.	-0.6	-10.0	-9.6	.	0.4

Entries of single compounds as entered above:
CC1(C)NC(=O)N(CC(O)Cn2c3ccccc3c3ccccc32)C1=O (stereo not drawn) is entered as PglD inh: -0.9; Cneo AK release: -2.1; C2C12 statin: 4.7; CFTR F508del cor: -3.1; INS-1E GSIS act: -3.9; FN deposit inh: -3.5; miR-122 sensor: 7.0; PGC1a acetyl inh: -3.0
Cc1c(C(c2ccc(F)cc2)c2c(C)n(C)n(-c3ccccc3)c2=O)c(=O)n(-c2ccccc2)n1C is entered as PglD inh: -3.4; Cneo AK release: -1.1; C2C12 statin: -8.5; CFTR F508del cor: -0.6; INS-1E GSIS act: 1.9; FN deposit inh: -6.0; miR-122 sensor: -3.3; PGC1a acetyl inh: -0.8

Remaining list, next part
no.	mol	PglD inh	Cneo AK release	C2C12 statin	CFTR F508del cor	INS-1E GSIS act	FN deposit inh	miR-122 sensor	PGC1a acetyl inh
9	CCOC(=O)C1CCCN(C(=O)Cn2c(=O)c3cccn3c3cccnc32)C1 (stereo not drawn)	-0.4	-1.2	-10.0	-2.8	16.6	-15.8	-3.7	3.9
10	COc1cc(OC)nc(Nc2nc(C(N)c3ccccc3Cl)cs2)n1 (stereo not drawn)	-1.8	6.0	-6.5	3.1	.	-0.6	5.8	4.7
11	COc1ccc(NC(=O)C2CCN(C(=O)Nc3ccccc3)CC2)cc1S(=O)(=O)N(C)C	-3.2	-0.8	-3.0	-0.4	-11.6	10.3	.	.
12	O=C(NC1CCCC1)C(c1cccs1)N(CC1CCCO1)C(=O)Cc1cccs1 (stereo not drawn)	2.5	-2.1	9.6	.	.	.	18.1	-4.6
13	Cc1ccc(C)c(NC(=O)CN(C)C(=O)c2ccc(S(=O)(=O)N(C)c3ccccc3)cc2)c1	-1.6	-0.9	36.9	-0.4	-66.4	-0.6	-4.7	-1.8
14	CCC(CO)Nc1ccn2nc(-c3ccccc3)cc2n1 (stereo not drawn)	3.6	11.6	3.9	1.6	14.2	-1.6	6.5	-17.3
15	CCCCn1nnnc1C(CC)N1CCN(C/C=C/c2ccccc2)CC1 (stereo not drawn)	-0.3	3.8	-11.9	-4.2	-13.3	0.8	-3.0	8.4
16	COc1ccc(CN2CCNC(=O)C2CC(=O)N(C)Cc2nccs2)c(OC)c1 (stereo not drawn)	3.6	6.5	9.0	1.3	16.3	1.1	-4.5	-5.7

no.	mol	PglD inh	Cneo AK release	C2C12 statin	CFTR F508del cor	INS-1E GSIS act	FN deposit inh	miR-122 sensor	PGC1a acetyl inh
17	COc1cc(C)c(Br)cc1S(=O)(=O)NCCCN1CCOCC1	.	.	0.2	0.1	-6.3	4.6	.	9.5
18	Cc1ccc2[nH]c(=O)c(CN(c3cccc(C)c3C)S(=O)(=O)c3ccccc3)cc2c1	1.1	-1.4	-20.1	.	.	.	9.0	-0.6
19	Cc1cc(OCC(=O)OCC(=O)NC2CCS(=O)(=O)C2)ccc1Cl (stereo not drawn)	-3.0	-1.0	4.4	-0.7	17.9	-3.4	-8.0	-8.0
20	C/C=C/c1ccc([C@H]2[C@@H](CO)N3C(=O)CN(C(=O)Nc4cccc(OC)c4)C[C@H]23)cc1	.	.	.	3.1	7.5	-4.7	.	11.6
21	COc1cccc(N2CCN(c3c4c(nc5ncnn35)CCC4)CC2)c1	-4.5	2.5	-36.4	.	-24.9	2.7	-6.8	-2.0
22	CCCNC(=O)N1CC2(CCN(S(=O)(=O)c3ccccc3)CC2)c2c(n(C)c3cc(OC)ccc23)[C@@H]1CO	.	.	.	-0.2	11.5	3.0	.	-4.9
23	COc1ccc(COC[C@@]23Oc4ccccc4[C@@H](NC(=O)N2C)[C@H]3CO)cc1	1.8	6.1	.	3.8	.	.	.	-3.9
24	C[C@H]1CN([C@@H](C)CO)S(=O)(=O)c2ccc(C#Cc3ccccc3)cc2O[C@H]1CN(C)C(=O)c1ccccn1	-0.9	0.0	17.6	3.7	-4.0	-4.1	11.7[16.7 µM]	-9.3

no.	mol	PglD inh	Cneo AK release	C2C12 statin	CFTR F508del cor	INS-1E GSIS act	FN deposit inh	miR-122 sensor	PGC1a acetyl inh
25	CC(=O)c1ccc(-c2ccc(C(=O)NCC(c3ccco3)N(C)C)o2)cc1 (stereo not drawn)	-2.3	8.0	-1.2	0.1	-8.8	2.1	.	-2.4
26	Cc1noc(NS(=O)(=O)c2ccc(NC(=O)CCn3c(=O)oc4ccccc43)cc2)c1C	0.0	8.6	-18.9	-0.6	0.2	-3.2	.	.
27	Cc1ccnc(NC(=O)c2cccc(NC(=O)COc3ccccc3)c2)c1	-3.1	-0.9	-4.5	-1.5	3.7	.	-1.4	-14.7
28	Cc1cccc(C(=O)NC2CCN(CC(=O)N3CCOCC3)CC2)c1	3.7	-1.9	.	.	-4.4	.	4.5	-3.1
29	O=C(Nc1cccn2ncnc12)c1ccc(Cl)cc1	2.3	-2.2	-3.5	.	.	4.8	-2.8	14.8
30	CC(C)NC(=O)N(C)C[C@H]1Oc2cc(-c3cncnc3)ccc2S(=O)(=O)N([C@@H](C)CO)C[C@H]1C	-3.8	-2.4	-3.9	-1.4	17.8	-11.7	0.0[16.7 µM]	-5.1
31	CCN1C(=O)C(O)(CC(=O)c2cccc(-n3cccc3)c2)c2ccccc21 (stereo not drawn)	1.5	-0.3	7.1	-3.7	-17.2	3.0	-9.5	0.2
32	C[C@H](CO)N1C[C@H](C)[C@H](CN(C)S(C)(=O)=O)Oc2c(NS(C)(=O)=O)cccc2C1=O	2.1	6.2	.	-1.4	8.8	.	-4.7[16.7 µM]	3.5

no.	mol	PglD inh	Cneo AK release	C2C12 statin	CFTR F508del cor	INS-1E GSIS act	FN deposit inh	miR-122 sensor	PGC1a acetyl inh
33	CC(C(=O)OCC(=O)NC1CCCC1)N1C(=O)c2ccccc2C1=O (stereo not drawn)	-3.7	-0.5	-0.4	0.9	1.2	-6.8	-3.2	14.4
34	C[C@H]1CN([C@@H](C)CO)C(=O)c2ccccc2-c2ccccc2CO[C@H]1CN(C)S(=O)(=O)c1cn(C)cn1	-2.6	-3.1	.	-1.4	5.2	7.5	.	-4.5
35	Cc1ccc(NS(=O)(=O)c2cccc(C(=O)N(C)Cc3cccs3)c2)cc1	-3.8	1.7	43.9	0.9	-16.2	12.4	100.1*	.
36	Cc1cc(C)nc(NS(=O)(=O)c2ccc(NC(=O)c3ccco3)cc2)n1	2.8	0.0	.	.	-0.2	.	6.8	10.9
37	CC(=O)Nc1cccc(NC(=O)c2ccc3c(c2)CCN3S(=O)(=O)c2ccccc2)c1	0.1	1.4	-48.3	-2.0	-2.9	12.0	14.0	-8.0
38	Cc1noc(C)c1NC(=O)N(C)C[C@@H]1Oc2ccc(NS(C)(=O)=O)cc2CC(=O)N([C@H](C)CO)C[C@@H]1C	-1.2	-1.9	-26.5	-1.7	8.3	.	-6.0[16.7 µM]	-5.3
39	COc1ccc(C(Sc2ccccc2)c2ccccc2)cc1OC (stereo not drawn)	1.2	-4.2	1.2	0.0	4.7	-12.8	-2.8	-12.8
40	FC(F)Sc1ccc(NC2=NCCCCC2)cc1	-0.5	2.6	-14.5	.	9.1	1.0	-4.2	.

no.	mol	PglD inh	Cneo AK release	C2C12 statin	CFTR F508del cor	INS-1E GSIS act	FN deposit inh	miR-122 sensor	PGC1a acetyl inh
41	COc1ccc(-c2noc(-c3ccccc3C(=O)NCc3ccco3)n2)cc1	-336.5	-5.7	.	.	.	.	10.0	-8.0
42	O=C(c1ccccc1)N1C[C@@H]2[C@H](c3ccccc31)[C@@H](CO)N2C(=O)c1cccc(F)c1	5.5	49.1	6.9	-1.0	5.8	17.8	50.0[16.7 µM]	-4.2
43	C[C@@H]1CN([C@H](C)CO)C(=O)Cc2cc(NC(=O)CCN3CCOCC3)ccc2O[C@@H]1CN(C)CC1CCCCC1	0.5	-6.7	-5.8	-0.9	12.3	.	-1.7[16.7 µM]	0.4
44	CNC[C@H]1Oc2c(NC(=O)Nc3ccc(F)cc3)cccc2C(=O)N([C@H](C)CO)C[C@@H]1C	2.6	-3.5	-15.9	-1.9	15.6	.	8.3[16.7 µM]	-7.5
45	O=C(C[C@H]1CC[C@@H]2[C@H](COC[C@@H](O)CN2C(=O)Nc2cc(Cl)cc(Cl)c2)O1)NCC1CC1	-0.1	-0.5	9.9	-0.3	8.5	-1.5	3.0[16.7 µM]	-5.6
46	C[C@@H]1CN([C@@H](C)CO)C(=O)Cc2cc(NC(=O)Nc3ccc(C(F)(F)F)cc3)ccc2O[C@H]1CN(C)Cc1ccc(-c2ccccc2)cc1	2.2	-1.9	11.4	0.3	44.8	.	-1.2[16.7 µM]	-0.2
47	CCN(CC)C(=O)c1sc(NC(=O)Cc2ccc(OC)cc2)c(C#N)c1C	3.0	-2.1	8.9	.	27.1	.	5.0	-18.2
48	Cn1c(SCCC(=O)O)nnc1-c1ccncc1	3.1	-4.9	-3.0	.	11.6	.	-4.3	.
49	O=C(CSc1nnc(-c2cccnc2)n1Cc1ccco1)c1ccc(Cl)cc1	-2.6	0.4	4.0	.	.	-5.8	9.1	9.4
50	O=C(CN1C(=O)COc2ccc(S(=O)(=O)N3CCCC3)cc21)N1CCCC1	-1.2	1.7	.	0.8	-5.9	1.0	-2.0	6.7
